APOBEC3A inh: human APOBEC3A DNA deaminase inhibition. AID 493011. actives 0.41% (n = 330,000). inhibition, % at 20 µM. P31941. recombinant A3A, FAM/TAMRA ssDNA deamination fluorescence;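 active = at least 40% inhibition at 20 µM here, with at most 30% in a related deaminase screen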;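 note: plate controls were A3A with DMSO for no effect and wells lacking A3A enzyme for full effect; some results filed as inactive read as strong as hits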
Target sequence (P31941 whole entry, looked up): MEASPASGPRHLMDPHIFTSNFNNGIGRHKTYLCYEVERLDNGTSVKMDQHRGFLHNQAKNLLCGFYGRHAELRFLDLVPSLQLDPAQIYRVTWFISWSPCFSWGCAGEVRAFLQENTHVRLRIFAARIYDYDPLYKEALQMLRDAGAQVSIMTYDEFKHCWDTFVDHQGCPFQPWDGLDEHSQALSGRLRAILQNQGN
mIAP activ: increases mouse intestinal alkaline phosphatase activity. muIAP, CDP-Star luminescence, 30 min; stronger effect = higher value; 1 = vehicle-only enzyme signal, 0 = enzyme-free wells. activation factor at 10 µM. actives 0.24% (n = 330,000). AID 2805;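 active = activation factor of at least 2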; note: the source names both 10 and 20 µM as test concentration; values of inactives mirror those of a sister screen read the other way
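System: mouse IAP enzyme. Reagent: CDP-Star chemiluminescent phosphatase substrate. Benchmarks: DMSO wells, no-enzyme wells. Times: 30 min enzyme-substrate-compound incubation at room temperature. Detection: luminescence from enzymatic CDP-Star hydrolysis. Doses: test compounds delivered from DMSO solution.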
SENP1 FRET inh: inhibitors of human SENP1 SUMO protease catalytic domain; AID 624204; actives 0.21% (n = 360,000); inhibition, % at 10 µM; recombinant SENP1 catalytic domain, CyPet-SUMO1-YPet FRET cleavage;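 active = inhibition at least 30% at 10 µM, raw YFP signal under a set limit, fluorescence ratio 0.5 to 1.5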;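 note: 0% = enzyme with DMSO and 100% = no enzyme wells; some results filed as inactive read as strong as hits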
Target sequence (Q9P0U3 419-644 limits assumed): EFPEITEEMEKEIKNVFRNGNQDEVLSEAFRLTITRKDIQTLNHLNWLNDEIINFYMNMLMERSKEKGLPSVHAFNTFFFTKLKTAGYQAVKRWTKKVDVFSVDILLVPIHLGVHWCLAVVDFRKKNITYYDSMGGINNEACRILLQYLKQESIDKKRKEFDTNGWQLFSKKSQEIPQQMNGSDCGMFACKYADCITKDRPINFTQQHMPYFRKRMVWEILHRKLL
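System: Recombinant human SENP1 catalytic domain, His6-tagged | Incubation: Enzyme reaction for 50 min at room temperature, dark | Medium: Tris pH 8 with BME, BSA, NP40 and catalase | Also added: 25 nM SUMO1 FRET substrate | Compound: 10 µM single point, 0.5% DMSO | Measured by: FRET fluorescence in CFP and YFP emission channels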
mIAP block: mouse IAP inhibition | purified mouse IAP, CDP-Star luminescence, 30 min | inhibition, % at 10 µM | actives 0.2% (n = 330,000) | AID 2806;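 active = inhibition of at least 40% at 10 µM in the primary screen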;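 note: plate controls were DMSO with enzyme for no effect and no enzyme wells for full effect; values of inactives mirror those of a sister screen read the other way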
APOBEC3G inh: inhibitors of human APOBEC3G DNA deaminase. recombinant A3G, ssDNA deamination FAM/TAMRA fluorescence. inhibition, % at 20 µM. actives 0.28% (n = 330,000). Q9HC16;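 active = inhibition of at least 40% at 20 µM, with no more than 30% in the related APOBEC3A deaminase screen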;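 note: plate controls were DMSO wells with A3G for no effect and wells lacking A3G enzyme for full effect; some compounds called inactive have numbers as strong as hits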
MIN6 prolif: MIN6 beta-cell proliferation induction; actives 0.29% (n = 330,000); proliferation, % at 10 µM; AID 2380; MIN6 cells proliferation, ATPlite luminescence, 48 h; cells starved in 0.2% serum; 100% = growth in 10% serum;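 active = compounds whose signal lies at least 3.5 SD above the mean of all wells on their plate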;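 note: 0% = DMSO-treated cells in low-serum medium and 100% = 10% serum control; some compounds called inactive have numbers as strong as hits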
hIAP block: human IAP inhibition; P09923; purified IAP, CDP-Star luminescence, 30 min; inhibition, % at 10 µM; actives 0.12% (n = 330,000);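 active = inhibition reaching a set limit with compound at 10 µM in the primary screen, cut at about 35% in these data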;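 note: plate controls were DMSO wells with enzyme for no effect and no-enzyme buffer wells for full effect; values of inactives mirror those of a sister screen read the other way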
Target sequence (P09923 whole entry, looked up): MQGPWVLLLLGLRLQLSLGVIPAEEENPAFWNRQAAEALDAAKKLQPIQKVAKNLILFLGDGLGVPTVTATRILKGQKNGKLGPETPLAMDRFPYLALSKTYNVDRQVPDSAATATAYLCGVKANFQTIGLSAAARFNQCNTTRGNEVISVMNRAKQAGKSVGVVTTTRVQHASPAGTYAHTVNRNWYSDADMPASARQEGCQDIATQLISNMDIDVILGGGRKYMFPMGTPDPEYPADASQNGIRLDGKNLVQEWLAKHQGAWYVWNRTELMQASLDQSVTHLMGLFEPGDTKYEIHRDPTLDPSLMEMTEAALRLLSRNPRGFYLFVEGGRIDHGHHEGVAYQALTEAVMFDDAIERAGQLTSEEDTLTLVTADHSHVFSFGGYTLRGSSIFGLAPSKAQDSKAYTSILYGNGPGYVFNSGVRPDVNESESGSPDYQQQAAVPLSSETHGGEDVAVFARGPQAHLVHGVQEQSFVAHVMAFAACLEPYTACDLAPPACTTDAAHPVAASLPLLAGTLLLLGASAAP
NALP3 yeast inh: blocks the NALP3 inflammasome reconstituted in yeast; Yeast reconstituted NLRP3/ASC/caspase-1, beta-gal luminescence, 24 h; inhibition, % at 10 µM; actives 0.39% (n = 330,000); AID 2825;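 active = inhibition of 50% or more; inactive = inhibition below 50%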;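 note: plate controls were induced DMSO wells for no effect and uninduced yeast grown without galactose for full effect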
hIAP activ: increases human intestinal alkaline phosphatase activity. P09923. purified human IAP, CDP-Star luminescence, 30 min; stronger effect = higher value; 1 = vehicle-only enzyme, 0 = enzyme-free background. activation factor at 10 µM. actives 0.16% (n = 330,000). AID 2524;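 active = activation factor of the enzyme at least 2-fold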; note: the source names both 10 and 20 µM as test concentration; values of inactives mirror those of a sister screen read the other way
An asterisk follows results filed as active; . = not tested or not shown. This is a subset; count on the stated rates, not on these rows.

compound	NALP3 yeast inh	APOBEC3A inh	hIAP block	mIAP activ	mIAP block	APOBEC3G inh	hIAP activ	SENP1 FRET inh	MIN6 prolif
Oc1c(Cl)cc(Cl)cc1C=Nc1ccc(N2CCOCC2)cc1	15	-4	8	0.97	3	-5	0.92	-20	-3
COC(=O)c1ccc(Cn2nnc3ccccc3c2=O)o1	7	-6	-14	1	0	-8	1.1	-2	0
CSc1nc(C)c2c(n1)N(c1ccc(C(F)(F)F)cc1)CC2	10	1	9	1	-3	-6	0.91	3	4
Cc1cccc(Nc2nc(-c3cccs3)cs2)n1	23	-2	0	0.92	8	-6	1	0	-2
CCCOc1ccc(N2CC(C(=O)Nc3ccccc3F)CC2=O)cc1 (stereo not given)	8	-2	11	0.93	7	-3	0.89	2	-2
Cc1ccccc1OCCC(=O)OCC(=O)NCCc1ccccc1	2	-1	0	0.93	7	-4	0.99	1	-2
Cc1cccc(N2CCN(C(=O)C3CC(=O)N(c4ccc5c(c4)OCCO5)C3)CC2C)c1 (stereo not given)	19	0	-2	1.1	-10	-8	1	-1	-4
Cc1cccc2cc(CN(Cc3cccnc3)C(=O)c3cccs3)c3nnnn3c12	14	-4	7	0.93	7	-11	0.93	.	0
COc1cc2c(cc1OC)CN(c1nc(CN3CCCC3)nc3sc(C)c(C)c13)CC2	14	4	6	1	-1	-3	0.94	-22	-6
O=C(CN1C(=O)C2CCCCC2C1=O)Nc1nc(-c2ccccn2)cs1 (stereo not given)	-4	-3	-26	0.92	8	30	1.3	1	-1
CN1Cc2c(N3CCOCC3)nc3sc(C#N)c(N)c3c2CC1(C)C	6	-1	6	0.84	16	-9	0.94	-7	-2
C=CCn1cc(C(=O)N2CCN(c3ccccc3)CC2)c(=O)c2cc(S(=O)(=O)N3CCCC3)ccc21	12	1	-19	1.1	-8	2	1.2	0	0

Going on with the list.
compound	NALP3 yeast inh	APOBEC3A inh	hIAP block	mIAP activ	mIAP block	APOBEC3G inh	hIAP activ	SENP1 FRET inh	MIN6 prolif
COc1ccc2c(=O)c(-c3ccccc3)c(C)oc2c1	30	3	23	1	-1	3	0.77	-1	-2
COc1ccc(-n2nnnc2SCC(=O)c2ccc(O)c(O)c2)cc1	19	0	4	0.72	28	-2	0.96	3	-3
COc1ccccc1N1CCN(C(=O)c2cc(S(=O)(=O)N3CCCCC3)ccc2C)CC1	16	-4	-19	1	-2	0	1.2	3	-2
Cc1ccc(C)c(S(=O)(=O)N2CCCOC2CNC(=O)C(=O)NCc2ccco2)c1 (stereo not given)	6	-3	11	0.92	8	-4	0.89	0	0
Cc1nn(CC(=O)Nc2ccc(C(=O)N(C)C)cc2)c(=O)c2ccccc12	3	0	6	1.1	-11	-1	0.94	1	1
Cc1ccc(NN2C(=O)C=C(c3ccccc3)C2=O)cc1	83*	-2	-9	1	0	0	1.1	-1	-5
CC1(C(=O)OCC(=O)Nc2cccc(S(=O)(=O)NC3=NCCCCC3)c2)CC1(Cl)Cl (stereo not given)	15	5	-15	1	-5	8	1.1	1	-2
CCC(C)c1ccc(NC(=O)c2ccco2)cc1 (stereo not given)	35	0	-25	1	0	10	1.2	1	-5
COc1ccc2oc(C(=O)NC3CCCCC3)c(C)c2c1	26	6	4	0.99	0	-2	0.96	-18	-3
CSC1=NC(=O)/C(=C/c2ccc(SC)cc2)S1	16	2	-4	1	-2	5	1	-8	-7
COCCNC(=O)C(OC(=O)c1ccco1)c1ccccc1Cl (stereo not given)	-1	-4	-14	0.97	3	-6	1.1	3	3
Cc1c(N)cc(C(=O)N2CCOCC2)cc1[N+](=O)[O-]	8	-2	1	0.97	3	-8	0.99	2	-1

Next part.
compound	NALP3 yeast inh	APOBEC3A inh	hIAP block	mIAP activ	mIAP block	APOBEC3G inh	hIAP activ	SENP1 FRET inh	MIN6 prolif
O=C(NCC1CCCO1)c1ccc2nc(N3CCCCC3)sc2c1 (stereo not given)	16	-5	18	1.1	-6	-10	0.82	0	-1
COc1ccc(S(=O)(=O)N(C)C[C@H]2Oc3c(NC(=O)NC(C)C)cccc3C(=O)N([C@H](C)CO)C[C@@H]2C)cc1	5	-1	7	1	-1	-1	0.93	2	-3
COc1ccc(-c2nn(CCC(=O)O)cc2/C=N/NC(N)=S)cc1	7	-2	0	0.97	3	-12	1	1	-3
CCOc1cc(/C=C2\C(=O)N(Cc3ccco3)C(C)=C2C(=O)OC)ccc1O	18	6	26	0.83	17	2	0.74	-13	-1
COc1ccc(OCCCC(=O)Nc2cc(S(=O)(=O)N3CCCCC3)ccc2C)cc1	14	3	2	1.2	-25	-3	0.98	-1	-3
CCOc1ccc(C2C(C#N)=C(N)N(N(C)C)C3=C2C(=O)CC(C)(C)C3)cc1 (stereo not given)	22	-1	13	0.98	2	-3	0.87	1	-2
COc1ccc(C(=O)N2CCN(c3c(C)cccc3C)CC2)cc1OC	28	0	10	0.86	14	1	0.9	-16	2
Cc1cc(NC(=O)c2ccccc2)nc2c1c(=O)oc1ccccc12	7	2	5	0.9	10	-5	0.95	-17	-2
CCc1nnc(NS(=O)(=O)c2ccc(NC(=O)c3ccccc3)cc2)s1	0	2	-5	0.96	4	-5	1	2	-1
Cc1ccc(C(C(=O)NCc2ccc(F)cc2)N(C(=O)c2csnn2)C2CC2)o1 (stereo not given)	7	-1	11	1	-1	-5	0.89	2	-1
COc1cc(C#N)ccc1OC(=O)C1CCN(C(=O)c2ccc(F)cc2)CC1	-34	0	-2	0.97	3	-8	1	1	1
Cc1cc(C)c2c(=O)[nH]c(=O)n(Cc3ccccc3)c2n1	1	-12	-6	0.84	16	-4	1.1	-6	4

(continued)
compound	NALP3 yeast inh	APOBEC3A inh	hIAP block	mIAP activ	mIAP block	APOBEC3G inh	hIAP activ	SENP1 FRET inh	MIN6 prolif
Cc1ccc(O)c(-c2[nH]ncc2C(=O)c2ccc(Br)cc2)c1	5	2	-97	0.96	4	-5	2	2	-4
Cc1nonc1C1CCCN1C(=O)c1cc(COc2ccc(F)cc2F)on1 (stereo not given)	-5	-5	-2	1	-1	-8	1	0	-1
O=C(O)CSCC(=O)NCc1ccc(Cl)cc1	5	1	-44	0.96	4	-11	1.4	2	-1
CCOc1ccc(C(O)Cc2nc3ccccc3n2C)cc1 (stereo not given)	32	-5	7	0.91	9	6	0.93	2	-3
O=C(CSc1nnc(CNC(=O)C23CC4CC(CC(C4)C2)C3)n1-c1ccc(F)cc1)Nc1ccc(F)cc1	24	-2	-12	1.1	-7	-9	1.1	1	-3
CCc1nnc2c3cnn(-c4ccccc4)c3ncn12	38	-2	8	0.93	7	-5	0.92	-3	-1
CC(C)(C)[C@@H]1C=C(C(=O)O)[C@H](c2ccc(Cl)cc2)N1S(=O)(=O)c1ccccc1	0	0	-10	0.97	3	-2	1.1	-1	-3
O=C(NCc1ccc(Cl)cc1)C1CCN(S(=O)(=O)c2cccnc2)CC1	-4	-5	-2	0.96	4	-7	1	0	2
COc1cc(=O)n(C)c2c(OCC3OC(C)(C)OC3(C)C)cccc12 (stereo not given)	-1	-2	3	0.96	4	-7	0.97	-1	2
Cc1ccc2sc(-c3ccc(NC(=O)/C=C\C(=O)O)cc3)nc2c1	4	-2	18	0.95	5	-6	0.82	-68	-5
CCCCOC(=O)Nc1sc2nc(C)cc(C)c2c1-n1cccc1	12	2	-101	1.1	-11	0	2*	2	0
CCOC(=O)N1CCN(C(=O)c2cn(C)c(=O)c3c2c2ccccc2n3C)CC1	11	0	9	0.97	3	-4	0.91	-4	-2

(further entries)
compound	NALP3 yeast inh	APOBEC3A inh	hIAP block	mIAP activ	mIAP block	APOBEC3G inh	hIAP activ	SENP1 FRET inh	MIN6 prolif
CC(C)CNC(=O)C(=O)NNC(=O)c1ccco1	8	-3	-21	0.74	26	-5	1.2	-1	-2
CCN(CC(=O)Nc1c(F)cccc1F)C(=O)/C=C/c1ccc(C)cc1	7	-3	16	1.1	-7	-8	0.84	1	3
CN1CC(=O)N(CC(=O)Nc2ccc(Cl)c(C(F)(F)F)c2)C1=O	3	3	3	1	-4	0	0.97	2	-3
Cc1ccc(-c2nnc(Nc3ccc(C(=O)N(C)C)cc3)c3ccccc23)cc1S(=O)(=O)NC(C)(C)CO	-18	-1	-9	1	0	-11	1.1	-4	0
O=C(Nc1ccc(-c2nc3cc(Cl)ccc3c(=O)o2)cc1)c1ccco1	41	4	19	0.86	14	1	0.81	0	-1
O=C(Cc1ccccc1)Nc1scc(-c2ccccc2)c1C(=O)N1CCOCC1	22	-1	-6	1.1	-7	-3	1.1	1	0
O=C(COc1ccc(Cl)cc1Cl)NN=C1c2ccccc2-c2ccccc21	5	-4	3	0.93	7	-10	0.97	-2	-1
OC(c1ccccc1)c1nc2ccccc2[nH]1 (stereo not given)	14	-5	10	1	-1	-7	0.9	0	1
COc1ccc(C(=O)Nc2ccc3oc(Cc4ccc(Cl)cc4)nc3c2)cc1OC	4	-5	6	1.1	-10	-8	0.94	1	-3
CCCCn1nnc(NC(=O)C(c2ccccc2)c2ccccc2)n1	9	5	-6	1.1	-8	-7	1.1	1	0
N#Cc1nc(COc2ccc(-c3ccccc3)cc2)oc1NCCCN1CCOCC1	30	-1	-8	1.1	-9	-4	1.1	-1	-5
O=C(c1ccccc1)N1CCCC(C(=O)N2CCN(c3ccccc3)CC2)C1 (stereo not given)	13	1	-8	1	0	-7	1.1	0	0

More records.
compound	NALP3 yeast inh	APOBEC3A inh	hIAP block	mIAP activ	mIAP block	APOBEC3G inh	hIAP activ	SENP1 FRET inh	MIN6 prolif
CCCN(Cc1ccccc1)C(=S)Nc1ccc(OCC)cc1	3	0	16	0.88	12	-10	0.83	4	-3
COc1ccc(C2C(C#N)=C(N)OC3=C2C(=O)CC(C)(C)C3)c([N+](=O)[O-])c1OC (stereo not given)	18	1	6	0.97	3	-4	0.94	-23	-1
O=c1cc(CSc2nnnn2-c2ccccc2)nc2sccn12	12	3	-8	0.85	15	-1	1.1	5	-1
O=C(COC(=O)Cc1ccc(F)cc1)Nc1cc(S(=O)(=O)N2CCOCC2)ccc1N1CCCC1	6	-5	3	1	0	-10	0.97	3	-2
c1ccc(-n2ncc3c(NCCCN4CCOCC4)ncnc32)cc1	7	-2	-30	1	-2	-3	1.3	1	-2
CN1CCC(N(C)C(=O)c2ccc(Cl)c(S(=O)(=O)N(C)c3ccc(Cl)cc3)c2)CC1	23	3	-12	0.99	1	17	1.1	-4	-4
CCc1ccc(NC(=O)CCCn2nc(CC)n3c(cc4occc43)c2=O)cc1	2	-5	-21	0.96	4	-4	1.2	-1	-3
Cc1onc(-c2ccccc2)c1C(=O)N1CCCN2C(=O)c3ccccc3C21 (stereo not given)	12	-1	-12	1	-1	-2	1.1	-3	3
CC(=O)Nc1ccc(S(=O)(=O)N2CCN(c3cc(C)ccc3C)CC2)cc1	-5	-1	3	1.2	-18	-6	0.97	-1	-2
Cc1nn(-c2ccccc2)c(C)c1NC(=O)Cc1cccs1	7	5	-15	1.1	-8	0	1.1	-165	-6
O=C(Nc1ccc(N2CCOCC2)c(Cl)c1)c1ccco1	12	-2	-38	1	-2	-4	1.4	0	-3
C[C@@H]1CC[C@]2(O[C@H](CCO)C[C@H](O)[C@H]2O)O1	-5	-1	15	0.97	3	-2	0.85	0	-1

Compound activity as filed in PubChem.
